PLK1 PBD block = qHTS for Inhibitors of PLK1-PDB (polo-like kinase 1 - polo-box domain): Primary Screen; Serine/threonine-protein kinase PLK1 (Homo sapiens), P53350; AID 720504, 2013; Plk1 PBD binding of FITC phosphopeptide, fluorescence polarization; actives 2.8% (n = 360,000); Potency, µM, inactives show max response, negative = inhibition, most hits filed as inhibitors; note: potency is the fitted concentration of half-maximal effect; series mostly up to about 57 µM; % is set by controls: 0 for no effect and ±100 for the full control effect; nearly all actives have a fitted effect of over 65% in size
PI5P4Ka inh = qHTS for Inhibitors of phosphatidylinositol 5-phosphate 4-kinase (PI5P4K). Phosphatidylinositol 5-phosphate 4-kinase type-2 alpha (Homo sapiens), P48426. AID 652105, 2013. max response, %. PI5P4Kalpha enzyme, ADP-Glo luminescence, 60 min; hits give low values. actives 1.2% (n = 330,000); active = max response of -50% or lower; inconclusive = between -30% and -50%; inactive = -30% or higher; note: value at the top dose of about 77 µM; % is set by controls: 0 for no effect and ±100 for the full control effect
Target sequence (P48426 whole entry, looked up): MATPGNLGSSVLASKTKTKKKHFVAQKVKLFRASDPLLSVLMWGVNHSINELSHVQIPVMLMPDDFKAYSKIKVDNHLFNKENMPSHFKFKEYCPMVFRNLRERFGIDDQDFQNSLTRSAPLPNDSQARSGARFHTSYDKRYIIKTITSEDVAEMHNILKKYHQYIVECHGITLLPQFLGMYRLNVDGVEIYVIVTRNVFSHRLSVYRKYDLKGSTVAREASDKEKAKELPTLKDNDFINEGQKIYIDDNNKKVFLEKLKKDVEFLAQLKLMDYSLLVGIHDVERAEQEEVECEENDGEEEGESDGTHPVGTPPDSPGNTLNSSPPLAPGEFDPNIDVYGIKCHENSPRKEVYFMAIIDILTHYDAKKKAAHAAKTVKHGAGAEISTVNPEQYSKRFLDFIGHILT
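Reactions run in 0.038 M HEPES pH 7.4, 0.28 mM EGTA, 0.1% CHAPS and 5% DMSO, with PI5P4Kalpha, substrate, compound and 5 microM ATP final, one hour at room temperature. Readout is ADP-Glo luminescence.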
GLP1R ag = qHTS of GLP-1 Receptor Agonists | Glucagon-like peptide 1 receptor (Homo sapiens), P43220 | HEK293 GLP-1R CRE-luciferase, luminescence, 4-6 h; cells express a hypersensitive GLP-1R form | Potency, µM (top dose mostly 45.6 µM), inactives show top-dose activation, actives largely listed as activators | actives 0.007% (n = 380,000) | AID 624172, 2012; note: potency is the fitted concentration of half-maximal effect; % of control where 0% means no effect
Target sequence (P43220 whole entry, looked up): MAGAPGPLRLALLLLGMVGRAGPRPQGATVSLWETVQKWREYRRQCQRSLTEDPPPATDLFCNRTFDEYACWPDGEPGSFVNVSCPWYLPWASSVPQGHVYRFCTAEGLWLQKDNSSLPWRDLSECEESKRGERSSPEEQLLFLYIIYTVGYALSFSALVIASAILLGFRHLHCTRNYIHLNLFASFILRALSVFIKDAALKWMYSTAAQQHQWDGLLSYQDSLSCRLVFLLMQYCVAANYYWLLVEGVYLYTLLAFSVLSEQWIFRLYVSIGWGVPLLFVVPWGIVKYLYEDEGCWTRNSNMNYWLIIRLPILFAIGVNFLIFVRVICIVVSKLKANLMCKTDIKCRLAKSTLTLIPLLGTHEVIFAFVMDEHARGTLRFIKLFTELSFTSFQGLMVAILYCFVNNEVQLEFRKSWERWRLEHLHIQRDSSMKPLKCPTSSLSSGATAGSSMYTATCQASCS
HEK293 tox = qHTS of GLP-1 Receptor Inverse Agonists: Cytotox Screen | HEK293 cAMP-luciferase reporter cells, luminescence, 24 h | Potency, µM (doses to about 38.3 µM), for the others: at the highest dose activity change, negative = inhibition, usual class: inhibitors | actives 0.13% (n = 410,000) | AID 624418, 2012;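 note: loss of luciferase light is scored as toxicity; potency is the fitted concentration of half-maximal effect; % is set by controls: 0 for no effect and ±100 for the full control effect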
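A 23 nL compound transfer followed 12 hours of cell culture at 37 deg C; exposure then lasted 24 hr. Luciferase assay detection reagent was dispensed and plates read for luminescence after a 12 min room-temperature wait.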
DRD3 antagonist = qHTS of D3 Dopamine Receptor Antagonist: qHTS | D3R cells, DiscoveRx beta-arrestin luminescence, antagonist mode; hits give low values | max response, negative = inhibition, % | actives 2.5% (n = 360,000) | AID 652054, 2013; in the data active = max response below about -50%; inconclusive = no clear call, values can overlap the other calls; note: % is set by controls: 0 for no effect and ±100 for the full control effect; mostly tested at two doses, the higher about 12 µM
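Cells plated overnight at 1500 cells/well, then exposed to library compounds with dopamine controls for 90 minutes at 37 degrees C. DiscoveRx reagent added for 30–60 minutes at room temperature; luminescence read, quantitative HTS format.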
D3 ag = qHTS of D3 Dopamine Receptor Agonist: qHTS. D(3) dopamine receptor (Homo sapiens), P35462. D3R DiscoveRx beta-arrestin cells, luminescence, 90 min. max activation, %. actives 0.58% (n = 410,000); in the data active = max activation above about 30%; note: 0% is about no effect; mostly tested at two doses, the higher about 12 µM
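Cells at 1500/well, incubated overnight, then treated with pinned compounds (dopamine as control) for 90 min at 37 degrees C. DiscoveRx reagent added for 30 - 60 minutes at room temperature; luminescence read.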
GLP-1R inv ag = qHTS of GLP-1 Receptor Inverse Agonists (Inhibition Mode) | Glucagon-like peptide 1 receptor (Homo sapiens), P43220 | HEK293 GLP-1R CRE-luciferase, luminescence, 24 h; GLP-1R form is constitutively active | Potency, µM (titrated, usually from 38.3 µM), for inactives: at the top dose activity change, negative = inhibition, actives largely listed as inhibitors | actives 1.6% (n = 410,000); note: potency is the fitted concentration of half-maximal effect; % is set by controls: 0 for no effect and ±100 for the full control effect; nearly all actives have a fitted effect of over 55% in size
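HEK293 cells stably co-expressing constitutively active GLP-1R and a cAMP-responsive luciferase reporter were seeded in DMEM with 10% Nu serum, given compounds after 12 h, and incubated 24 h at 37 deg C. Luminescence was then read.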
IL2 activator = qHTS of IL-2 Activators; IL-2 activation reporter assay, cell-based qHTS; stimulated with anti-CD3/CD4/CD28 beads; in transgenic mouse T cells; activation, % (series mostly up to about 46 µM); actives 0.065% (n = 360,000); in the data active = activation above about 50%; inconclusive = mostly about 30% to 49%; note: 0% is about no effect
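Unstimulated transgenic mouse T cells; 60-min compound exposure; bead-based TCR/CD4/CD28 stimulation; 18 h culture, 37 degrees C; dual fluorescence (EGFP, DsRed) plate cytometry.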
WRN inhibitor = qHTS for Inhibitors of WRN Helicase | Bifunctional 3'-5' exonuclease/ATP-dependent helicase WRN (Homo sapiens), Q14191 | WRN helicase unwinding, fluorescent forked duplex, kinetic | Potency, µM (doses to about 114 µM), for the others: at the top dose activity change, negative = inhibition, hits mostly inhibitors | actives 0.46% (n = 360,000); note: potency is the fitted concentration of half-maximal effect; % is set by controls: 0 for no effect and ±100 for the full control effect; nearly all actives have a fitted effect of over 55% in size
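Kinetic fluorescence helicase assay: unwinding of a quenched forked DNA duplex (100 nM final) with 2 mM ATP final raises red fluorescence (525/598 nm). Compounds sat 15 min at room temperature with 20 nM WRN beforehand.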
Starred values were filed as active, the others as inactive; ? = inconclusive; nt = not tested or not shown; & = joins results of further samples; [ ] = another dose, or the depositor's remark. Unless noted, calls come from the whole dose curve; as a rule, active = well fitted curve in the direction sought with a large enough effect; inconclusive = small, poorly fitted or top-dose-only effect, or another doubt; inactive = no such curve, though single readings can be large; an effect the other way counts as inactive or inconclusive.

SMILES	PLK1 PBD block	PI5P4Ka inh	GLP1R ag	HEK293 tox	DRD3 antagonist	D3 ag	GLP-1R inv ag	IL2 activator	WRN inhibitor
Cc1ccc(C2CC2c2n[nH]c(=S)n2-c2cccc(C)c2)cc1 (configuration not stated)	24µM*	9	8%	?	-13	-7	14%	-1.2	-4%[57.1 µM]
CN(C)CCCNc1c2c(nc3ccccc13)CCC2	27µM*	-8	-20%	?	-1	-10	?	-0.5	-25%
Cn1c(=O)[nH]c(=O)c2c1ncn2CCCc1ccccc1	-2%	11	13%	-8%	0	-3	4%	-0.6	-6%
COc1ccc(OC)c(-c2noc(N3CCN(c4cccc(C)c4C)CC3)n2)c1	nt	nt	1%	4%	nt	10	17%	nt	nt
N#C/C(=C\c1cccc([N+](=O)[O-])c1)c1nnc2n1CCCCC2	-12%	2	-8%	-17%	2	4	-17%	-0.4	-20%[57.1 µM]
Cc1ccccc1NS(=O)(=O)c1cc(C(=O)NCCC2=CCCCC2)ccc1Cl	0%	nt	-5%	-25%	-18	0	0%	-0.9	-10%
CCOC(=O)C1CCN(C(=O)CCn2c(=O)[nH]c3ccsc3c2=O)CC1	-4%	-4	-10%	-7%	-10	-3	2%	-1.4	2%
Cc1ccc(NC(=O)c2cc(S(=O)(=O)N3CCCC(C)C3)cn2C)c(Br)c1 (configuration not stated)	nt	nt	2%	-16%	nt	9	?	nt	nt
CN(Cc1ccccc1)C(=O)c1ccc(NC(=O)Cc2ccc(NC(=O)C3CCCN(C(=O)C4CCC4)C3)cc2)cc1 (configuration not stated)	-1%	2	7%	-3%	6	-12	-16%	-0.1	0%
C[C@@H]1CN([C@H](C)CO)C(=O)CCCn2nncc2CO[C@H]1CN(C)Cc1ccccc1	-20%	-2	4%	5%	2	-6	15%	2.3	-7%
COc1ccccc1-c1nnc(NC(=O)c2ccc3ncsc3c2)o1	-17%	-27	-3%	-22%	9	4	3%	-0.4	-13%
Cc1cccc(-n2cnc(C(=O)Nc3cccnc3)c2)n1	-3%	1	1%	-4%	6	4	1%	4.1	-11%
C/C(=C\C(=O)c1ccccc1)Nc1cccc(O)c1	-1%	nt	24%	14%	-2	1	-13%	-1.2	-16%
C/C(=N\NC(=O)Cn1nc(C)cc1C)c1ccc([N+](=O)[O-])cc1	2%	3	9%	-2%	-20	0	16%	1.1	2%
O=C(NC(=S)N1CCN(C/C=C/c2ccccc2)CC1)c1ccc(Cl)nc1	?	-1	-4%	-6%	-2	2	?	-1.1	-3%
CCOC(=O)Nc1cccc2ccccc12	-2%	nt	14%	7%	?	6	0%	-1.8	-3%
O=C(NCC1CCCO1)c1cccc(NC(=O)c2ccccc2)c1 (configuration not stated)	-27%	5	1%	6%	-5	3	-17%	-3.3	-5%
CCc1cc2c3c(c(=O)oc2cc1O)CCCC3	-5%	-5	27%	192%[activator]	9	1	8%	0.9	-1%[57.1 µM]
CC1Cc2ccccc2N1C(=S)NC(=O)c1ccco1 (configuration not stated)	-17%	-22	0%	11%	-1	-1	-17%	-3.0	-34%
CC1CCN(c2ccc(C(=O)Nc3nnc(C4CC4)s3)cc2[N+](=O)[O-])CC1	-21%	1	2%	-1%	?	-5	-4%	-1.8	-11%
COC(=O)CN(c1nc(C)cc(OC)n1)S(=O)(=O)c1ccccc1	1%	2	15%	7%	2	2	0%	-3.6	-13%
CC(=O)N1CCOc2ccc(S(=O)(=O)N3CCC(C(=O)NCc4ccccc4)CC3)cc21	-3%	-1	3%	-8%	-12	-2	-15%	-1.4	-1%
CCCCS(=O)(=O)Nc1ccc(C)cn1	21µM*	-22	-7%	0%	-1	12	6%	2.2	-9%
O=C(NCCc1nnc2ccc(NCc3cccnc3)nn12)c1ccccc1F	0%	1	1%	-32%	-2	0	11%	0.3	-3%
COc1ccc(CNC(=S)Nc2cccc(Cl)c2)cc1	-11%	3	3%	?	-10	-11	?	-0.5	-1%
Cc1ccc(-c2cc(C(=O)N/N=C/c3ccccc3)n[nH]2)o1	-17%	-1	15%	-7%	-19	-2	-5%	1.0	4%
O=c1[nH]cccc1-c1nc2ccccc2n1Cc1cccc(Cl)c1	-16%	-10	6%	4%	-8	-5	-27%	-2.4	-1%
OCc1ncccc1O	-1%	-7	4%	3%	-3	-1	9%	1.6	-1%
COc1ccc(NC(=O)c2cc(Cl)ccc2Cl)c([N+](=O)[O-])c1	1%	-1	0%	-12%	5	-3	9%	-2.5	8%
N/C(=N\OC(=O)c1cccc(Br)c1)c1ccc(Br)cc1	-7%	1	-7%	-1%	6	3	-10%	-0.6	3%
Cc1ccc(-c2nc(NC(=O)CSc3ccc4ccccc4n3)ns2)cc1	0%	0	4%	8%&-4%	19	-2&-5	-1%&-1%	0.9	4%
Cc1cc(SCC(=O)Nc2ccccc2)nc(C)n1	-1%	-3	8%	7%	-19	1	1%	0.1	-1%
COc1cc(NC(=O)c2sc3nc(C)nc(N4CCOCC4)c3c2C)cc(OC)c1OC	4%	-1	13%	1%	43	34*	67%[activator]	1.1	-8%[57.1 µM]
CC(=O)NC1(C(F)(F)F)NC(=O)N(CC(C)C)C1=O (configuration not stated)	1%	29	-17%	-2%	58	0	5%	-2.1	-18%
CC(C)(C)N(Cc1ccccc1)C(=O)COC(=O)C1CCCCC1	5%	6	0%	-3%	6	2	?	-0.5	-16%
CCNC(=O)CCSc1nc(C)cc(C)n1	-6%	-30	0%	12%	2	-2	6%	0.1	-2%
O=C(CC(=O)c1cccs1)c1ccncc1	-4%	0	4%	-7%	?	-19	?	-0.5	-1%
O=C(COc1ccc(S(=O)(=O)N2CCCC2)cc1Cl)NCc1ccccn1	-10%	-1	-6%	3%	13	2	-10%	0.7	-11%
Cc1nn(C)c2c1NC(=O)CS2	-6%	0	-2%	-8%	-17	-8	9%	-2.3	3%
O=S(=O)(NC1c2cccc3cccc(c23)C1N1CCN(CCO)CC1)c1ccccc1 (configuration not stated)	-13%	7	-18%	?	0	-9	?	-0.4	-8%
N/C(CCS(=O)(=O)c1ccc(Cl)cc1)=N\OC(=O)c1ccccc1C(F)(F)F	-5%	2	31%	10µM*	-6	4	?	-1.8	-5%
C[C@@H]1CN([C@@H](C)CO)C(=O)c2cc(C#Cc3ccccc3)cnc2O[C@H]1CN(C)C(=O)c1ccccc1F	-11%	-2	12%	2%	11	2	-16%	-1.4	7%
C#CCOCCOCCOCCNc1nc(N2CCN(C(=O)Cn3cc(CCO)nn3)CC2)nc(N2CCN(C(=O)[C@H](CCCCN)n3cc(CCCC)nn3)CC2)n1	-1%	3	-4%	7%	15	6	14%	0.4	-2%
COc1ccc(NC(=O)CN(CC(=O)Nc2ccc(OC)cc2)C(C)(C)CO)cc1	4%	1	-2%	-32%	10	1	?	-1.2	-2%
CCOC(=O)c1c(NC(=O)C(C)Sc2nnc(C)c(=O)[nH]2)sc2c1CCCC2 (configuration not stated)	-26%	-12	-2%	0%	5	-3	-10%	-3.0	-18%
COc1ccc(N2CCN(c3ccc(Cl)nn3)CC2)cc1	2%	2	2%	3%	13	-1	41%[activator]	-0.2	-1%
COc1cccc(NC(=O)CCc2nc(-c3ccccc3F)no2)c1	-5%	nt	10%	1%	17	0	0%	4.9	-6%
CC(C)OC(=O)c1cccc(C(=O)Nc2cccc(NC(=O)c3cccc(C(=O)OC(C)C)n3)n2)n1	-5%	2	0%	-12%	-2	2	8%	-3.8	-5%
O=C(NCc1ccccc1)c1ccc(CN2CCC(Cc3ccccc3)CC2)cc1	4%	7	7%	-13%	?	-19	10µM*	3.6	-5%
Cc1ccc(OCC(=O)Nc2ccc3c(c2)OCO3)c(C)c1	4%	0	10%	-2%	4	2	-16%	-3.6	-2%
Cc1csc(-c2nc3ccccc3n2C(C(=O)Nc2c(C)cccc2C)C2CC2)c1 (configuration not stated)	-1%	-3	nt	-5%	-2	-3	?	-0.9	-4%
O=C(CCc1ccccc1)Nc1ccc(N2CCOCC2)c(Cl)c1	0%	2	15%	-3%	10	-1	-16%	3.8	-6%
COc1ccccc1CNC(=O)c1ccc(NS(C)(=O)=O)cc1	-7%	nt	-4%	0%	-5	-2	1%	-0.4	3%
N#Cc1ccc(C(=O)OCC(=O)N2CCOCC2)cc1	-1%	3	3%	-18%	-1	22	16%	0.1	-4%
COc1ccccc1C(=O)NCCC(=O)N1CCCCCCC1	-6%	9	-5%	30%[activator]	-3	5	1%	-0.3	2%
Cn1c(N)cc(=O)n(C)c1=S	3%	1	0%	4%	-10	-3	14%	4.0	-3%
COc1ccccc1C(=O)C1CCCN(C(=O)c2ccco2)C1 (configuration not stated)	-15%	-4	8%	-9%	-18	-4	-18%	0.0	3%
CCN(CC)CCOC(=O)c1c(C)oc2ccc(O)cc12	5%	-6	4%	16%	-72*	-15	4%	0.6	6%
O=[N+]([O-])c1cccc(COc2ccc(CN3CCCC3)cc2)c1	-14%	3	-1%	1%	?	-54	?	-0.1	-5%

Already shown: an excerpt of the list.
SMILES	PLK1 PBD block	PI5P4Ka inh	GLP1R ag	HEK293 tox	DRD3 antagonist	D3 ag	GLP-1R inv ag	IL2 activator	WRN inhibitor
CCN(CC)CCOC(=O)c1c(C)oc2ccc(O)cc12	5%	-6	4%	16%	-72*	-15	4%	0.6	6%
O=[N+]([O-])c1cccc(COc2ccc(CN3CCCC3)cc2)c1	-14%	3	-1%	1%	?	-54	?	-0.1	-5%

Assay outcomes from PubChem BioAssay.

An unsorted share of the library. About 7.8% of those tested had a hit in this group.
